ABCG2 inh: ABCG2 efflux pump inhibitors, primary screen, multiplex with ABCB1, IgMXP3 cells, flow cytometry; JC-1 efflux; 0.1% of 190,000 active; inhibition, % at 6.6 µM; Broad substrate specificity ATP-binding cassette transporter ABCG2 (Homo sapiens), Q9UNQ0; AID 1325, 2008;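 active = inhibition above 80%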;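 note: 0% = DMSO and 100% = nicardipine control wells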
Target sequence (Q9UNQ0 whole entry, looked up): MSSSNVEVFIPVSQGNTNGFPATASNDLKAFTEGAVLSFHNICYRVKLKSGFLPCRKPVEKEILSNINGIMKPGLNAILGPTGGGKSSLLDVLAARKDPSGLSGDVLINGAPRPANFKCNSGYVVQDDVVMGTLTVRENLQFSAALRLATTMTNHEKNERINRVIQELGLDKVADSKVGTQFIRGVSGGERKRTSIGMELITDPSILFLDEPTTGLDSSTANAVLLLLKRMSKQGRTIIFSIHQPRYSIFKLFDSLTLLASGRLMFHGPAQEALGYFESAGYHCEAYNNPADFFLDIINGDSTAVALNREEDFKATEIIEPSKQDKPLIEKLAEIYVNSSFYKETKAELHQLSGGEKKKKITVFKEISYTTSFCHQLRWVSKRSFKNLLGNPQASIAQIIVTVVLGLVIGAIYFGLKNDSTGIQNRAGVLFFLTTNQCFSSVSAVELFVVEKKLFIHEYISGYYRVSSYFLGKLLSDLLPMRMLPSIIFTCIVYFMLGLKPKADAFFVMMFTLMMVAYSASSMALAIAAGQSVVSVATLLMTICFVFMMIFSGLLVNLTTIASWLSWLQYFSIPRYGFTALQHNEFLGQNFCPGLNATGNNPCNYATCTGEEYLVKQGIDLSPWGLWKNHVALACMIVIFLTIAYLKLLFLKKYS
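material = IgMXP3 (ABCG2) plus far-red-tagged CCRF-Adr (ABCB1) cells | amount = 3 million cells/mL, equal mix of both lines | also added = JC-1 transporter substrate | dosing = one concentration, 6.6 µM final | schedule = 10 min at 25 °C | measured by = flow cytometric JC-1 green MFI at 530 nm | read-out basis = percent efflux inhibition, scaled nicardipine 100% to DMSO 0%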
Bcl-W Bim block: inhibitors of Bim binding to Bcl-W, primary screen, biochemical, multiplexed, bead-based flow cytometry | Bcl-2-like protein 2 (Homo sapiens), Q92843 | Bim peptide-Bcl-W binding | inhibition, % at 10 µM | 0.02% of 190,000 active | AID 952, 2007;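 note: 0% = bound tracer without compound and 100% = peptide blocker; higher means less fluorescent Bim peptide bound to Bcl-W beads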
Target sequence (Q92843 whole entry, looked up): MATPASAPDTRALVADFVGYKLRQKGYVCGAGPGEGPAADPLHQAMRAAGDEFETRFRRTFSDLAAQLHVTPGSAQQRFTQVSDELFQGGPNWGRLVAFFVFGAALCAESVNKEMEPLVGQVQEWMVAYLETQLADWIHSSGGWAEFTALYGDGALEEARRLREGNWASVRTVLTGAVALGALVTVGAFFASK
Bim-Bcl-B: inhibitors of Bim-Bcl-B binding, primary screen, biochemical, multiplexed, human Bcl-2 family | Bcl-2-like protein 10 (Homo sapiens), Q9HD36 | bead-based flow cytometry, Bim peptide-Bcl-B binding | inhibition, % at 10 µM | 0.073% of 190,000 active | AID 951, 2007;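 note: 0% = tracer peptide without compound and 100% = reference inhibitor peptide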
Target sequence (Q9HD36 whole entry, looked up): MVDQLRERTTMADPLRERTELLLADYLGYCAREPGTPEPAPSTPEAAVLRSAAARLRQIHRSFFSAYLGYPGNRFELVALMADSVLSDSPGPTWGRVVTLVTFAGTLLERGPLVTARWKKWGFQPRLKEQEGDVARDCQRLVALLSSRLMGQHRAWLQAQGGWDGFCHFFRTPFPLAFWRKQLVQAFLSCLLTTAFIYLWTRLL
Bim-Bcl-2: inhibitors of Bim-Bcl-2 binding, primary screen, biochemical, multiplexed, human Bcl-2 family | Bead-based flow cytometry, Bim peptide-Bcl-2 binding | 0.06% of 190,000 active | inhibition, % at 10 µM | Apoptosis regulator Bcl-2 (Homo sapiens), P10415; in the data active = inhibition above about 40%; inconclusive = no clear call, values can overlap the other calls;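 note: 0% = no compound wells with probe peptide and 100% = reference peptide inhibitor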
Bcl-XL Bim block: inhibitors of Bim-Bcl-XL binding, primary screen, biochemical, multiplexed, bead flow cytometry, human Bcl-XL; Bim peptide-Bcl-XL binding, fluorescence; inhibition, % at 10 µM; 0.04% of 190,000 active; Bcl-2-like protein 1 (Homo sapiens), Q07817
RGS8-Gao: RGS8-Galphao binding modulators, primary screen, biochemical, multiplexed bead flow cytometry; AID 1423, 2008; response (percent of control binding), % at 10 µM; 0.34% of 220,000 active; actives lie on both sides; in the data active = response below about 60% or above about 140%; inactive = in between;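 note: Galphao activated as the GDP aluminium fluoride complex binding bead-coupled RGS8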
Bim-Bfl-1: inhibitors of Bim binding to Bfl-1, primary screen, biochemical, multiplexed, bead-based flow cytometry. Bcl-2-related protein A1 (Homo sapiens), Q16548. inhibition, % at 10 µM. Bim-Bfl-1 binding inhibition. 0.12% of 190,000 active;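 note: 0% = wells without compound plus tracer and 100% = blocker peptide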
ABCB1 block: ABCB1 efflux pump inhibitors, primary screen, cell-based, multiplex, flow cytometry, ABCG2 counter-screen; ATP-dependent translocase ABCB1 (Homo sapiens), P08183; CCRF-Adr cells, JC-1 efflux; inhibition, % at 6.6 µM; 0.067% of 190,000 active; in the data active = inhibition above about 40%;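 note: 0% = vehicle and 100% = reference inhibitor; higher value means more JC-1 retained so stronger ABCB1 efflux block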
RGS7-Gao: RGS7-Galphao binding modulators, primary screen, biochemical, multiplexed bead flow cytometry | Guanine nucleotide-binding protein G(o) subunit alpha (Homo sapiens), P09471 | actives lie on both sides | binding response (% of control), % at 10 µM | 0.35% of 220,000 active; in the data active = binding response below about 49% or above about 150%; inconclusive = no clear call, values can overlap the other calls; inactive = in between;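 note: fluorescent Galphao held in activated GDP-AlF4 state binding bead-coupled RGS7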
Mcl-1 Bim block: inhibitors of Bim peptide binding to Mcl-1, primary screen, biochemical, bead-based flow cytometry, multiplex; Bim peptide-Mcl-1 binding; inhibition, % at 10 µM; 0.1% of 190,000 active; AID 1009, 2008;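 note: 0% = no compound tracer wells and 100% = peptide blocker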
RGS4-Gao reg: modulators of RGS4 binding to Galphao, primary screen, biochemical, multiplexed bead flow cytometry. actives lie on both sides. Guanine nucleotide-binding protein G(o) subunit alpha (Homo sapiens), P09471. AID 1415, 2008. binding response (% of control), % at 10 µM. 0.33% of 220,000 active; in the data active = binding response below about 49% or above about 150%; inactive = in between;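 note: fluorescent Galphao activated with aluminum fluoride binding bead-coupled RGS4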
* hit, by the source's call; ? = inconclusive; . = no result given. Cut-off read from the data, not from the text of the source, unless noted: active = inhibition above about 40%.

Results follow in this order: ABCB1 block	ABCG2 inh	RGS4-Gao reg	Bim-Bcl-2	Mcl-1 Bim block	Bim-Bcl-B	Bcl-XL Bim block	Bim-Bfl-1	RGS8-Gao	RGS7-Gao	Bcl-W Bim block
1) O=C(CSc1nc2c(cnn2-c2ccc(F)cc2)c(=O)[nH]1)N1CCCCC1
 : 0.6	6	99	-12	0	-5	-3	-14	97	100	0
2) CCOC(=O)N1CCC(Nc2c(NCCCN(CC)c3cccc(C)c3)c(=O)c2=O)CC1
 : -3.1	-5	99	-9	0	-7	-3	-10	99	100	1
3) COc1ccc(CCNCC(=O)Nc2ccccc2C(F)(F)F)cc1
 : 0.1	0	103	-2	0	-1	-1	-5	101	?	0
4) O=C(CSc1ccc2nnc(-c3cccnc3)n2n1)NCc1ccc2c(c1)OCO2
 : 0.2	2	86	-7	-4	-19	-12	-4	91	78	-10
5) COC(=O)/C(=C1\Oc2ccc(C(C)(C)C)cc2S1)C(F)(F)F
 : 0.9	12	103	-4	-4	-3	-6	-5	100	104	-4
6) O=C(Cn1c2c(sc1=O)C1c3ccccc3OCC1CS2)Nc1ccc(Cl)c(Cl)c1 (stereo not drawn)
 : 0.7	2	100	-7	-3	-10	-5	-2	102	99	-4
7) Cc1ccc(CSCC(=O)Nc2ccccc2F)cc1
 : -0.4	-5	101	-6	0	-6	-6	-5	100	102	-2
8) Cc1cc(N2CCOCC2)nc(C(C)C)n1
 : 0.5	0	99	1	-3	2	-1	4	99	97	0
9) O=C(CSc1nnc(-c2cccs2)n1-c1ccccc1)Nc1ccccc1
 : 1.1	3	94	4	0	-2	-1	-2	100	99	-2
10) CCC(=O)Nc1cc(C)c(OC)c(C)c1
 : 0.2	5	105	0	2	-2	-1	-1	101	106	0
11) COc1ccc(S(=O)(=O)N2CCC(C(=O)N3CCCC3)CC2)cc1
 : 0.3	1	103	-3	-6	-4	-1	-3	100	98	-4
12) O=C(NCCO)C1CCN(C(=O)c2ccc(-c3ccccc3)cc2)CC1
 : 0.1	0	101	2	0	0	0	0	103	101	3
13) CC(C)(C)NC(=O)C1CC(=O)OC12CCCCC2 (stereo not drawn)
 : 0.0	0	104	-10	-1	-8	7	-16	102	101	0
14) CCOCC(=O)Nc1c(C(=O)Nc2ccc(OC)cc2OC)oc2ccccc12
 : 0.8	10	99	0	0	-2	-4	1	107	99	0
15) O=C(CCc1ccccc1)OCC(=O)c1cccc([N+](=O)[O-])c1
 : 0.0	0	99	1	-2	-2	1	-3	97	94	-1

Compounds above with a tert-butyl group, in the order listed:
Results follow in this order: ABCB1 block	ABCG2 inh	RGS4-Gao reg	Bim-Bcl-2	Mcl-1 Bim block	Bim-Bcl-B	Bcl-XL Bim block	Bim-Bfl-1	RGS8-Gao	RGS7-Gao	Bcl-W Bim block
5) COC(=O)/C(=C1\Oc2ccc(C(C)(C)C)cc2S1)C(F)(F)F
 : 0.9	12	103	-4	-4	-3	-6	-5	100	104	-4
13) CC(C)(C)NC(=O)C1CC(=O)OC12CCCCC2 (stereo not drawn)
 : 0.0	0	104	-10	-1	-8	7	-16	102	101	0

The list continues.
Results follow in this order: ABCB1 block	ABCG2 inh	RGS4-Gao reg	Bim-Bcl-2	Mcl-1 Bim block	Bim-Bcl-B	Bcl-XL Bim block	Bim-Bfl-1	RGS8-Gao	RGS7-Gao	Bcl-W Bim block
16) Nc1ccc(SCCN2C(=O)c3ccccc3C2=O)cc1
 : -0.5	1	99	0	0	0	-2	0	101	101	-2
17) COc1ccc(N2CCN(CC(=O)Nc3c(C)cc(C)cc3C)CC2)cc1
 : 0.7	4	98	-15	-3	-13	0	-19	99	99	-4
18) COc1c(C)cc(Br)cc1C(=O)Nc1ccc(S(N)(=O)=O)cc1
 : 1.2	14	100	6	44*	12	15	-4	100	104	-2
19) c1cnc(-c2noc(CN3CCN(C4C5CC6CC(C5)CC4C6)CC3)n2)cn1 (stereo not drawn)
 : 0.1	1	101	-3	-5	-6	-3	-6	105	100	-5
20) CC1Oc2ccccc2N(CC(=O)c2ccccc2)C1=O (stereo not drawn)
 : 1.1	5	92	-10	0	-2	0	-16	94	94	0
21) Cc1ccc(Nc2c(-c3cccnc3)nc3ccc(Br)cn23)cc1
 : 0.0	0	101	0	-2	-4	-5	-3	100	98	-1
22) Cc1ccc(-c2c3c(nc4sc(C(N)=O)c(N)c24)CCCC3)o1
 : 0.6	6	100	1	1	-6	2	5	100	100	4
23) CCCCNS(=O)(=O)c1ccc(NC(=O)C(Sc2ccccc2)c2ccccc2)cc1 (stereo not drawn)
 : -0.6	-1	99	-4	-2	-3	-3	-1	87	97	0
24) CCCCOC(=O)C(C#N)c1nc2ccccc2nc1N1CCN(Cc2ccc3c(c2)OCO3)CC1 (stereo not drawn)
 : 2.4	4	96	0	-1	-1	-4	0	101	97	1
25) O=C(O)c1ccccc1SCc1cn2cc(Br)ccc2n1
 : -0.5	-1	98	-2	2	0	0	-1	100	95	-1
26) CCOc1cc(/C=N/NS(=O)(=O)c2ccccc2)ccc1OS(=O)(=O)c1ccc(C)cc1
 : -0.3	9	101	-10	-3	-7	-1	-9	102	98	5
27) CCOC(=O)CCSc1nc(C)c2cc(C)c(C)cc2n1
 : 0.8	4	.	.	-1	-11	-4	9	.	.	-2
28) COc1cc(CC(=O)Nc2cc(S(C)(=O)=O)ccc2Cl)cc(OC)c1OC
 : 0.8	2	104	-2	0	-3	-1	-5	105	103	-1
29) COCCOC(=O)c1c(C)nc(SCC(=O)Nc2cccc3ccccc23)c(C#N)c1-c1ccco1
 : 1.8	1	98	-9	-1	-9	1	-11	96	97	0
30) O=[N+]([O-])c1cccc(-c2nc(-c3cccs3)c(-c3cccs3)[nH]2)c1
 : -0.5	16	98	-9	1	-2	-1	-13	97	97	2

2 entries from above, as labelled records.
24) CCCCOC(=O)C(C#N)c1nc2ccccc2nc1N1CCN(Cc2ccc3c(c2)OCO3)CC1 (stereo not drawn)
  ABCB1 block = 2.4; ABCG2 inh = 4; RGS4-Gao reg = 96; Bim-Bcl-2 = 0; Mcl-1 Bim block = -1; Bim-Bcl-B = -1; Bcl-XL Bim block = -4; Bim-Bfl-1 = 0; RGS8-Gao = 101; RGS7-Gao = 97; Bcl-W Bim block = 1

25) O=C(O)c1ccccc1SCc1cn2cc(Br)ccc2n1
  ABCB1 block = -0.5; ABCG2 inh = -1; RGS4-Gao reg = 98; Bim-Bcl-2 = -2; Mcl-1 Bim block = 2; Bim-Bcl-B = 0; Bcl-XL Bim block = 0; Bim-Bfl-1 = -1; RGS8-Gao = 100; RGS7-Gao = 95; Bcl-W Bim block = -1

Going on with the list.
Results follow in this order: ABCB1 block	ABCG2 inh	RGS4-Gao reg	Bim-Bcl-2	Mcl-1 Bim block	Bim-Bcl-B	Bcl-XL Bim block	Bim-Bfl-1	RGS8-Gao	RGS7-Gao	Bcl-W Bim block
31) FC(F)(F)c1cccc(Nc2ncnc3ccccc23)c1
 : 0.2	2	108	-1	1	1	0	-3	107	104	1
32) S=C(Nc1ccccc1)Nc1ccc(Cl)cn1
 : -0.3	7	103	-7	-8	-3	0	-5	105	97	0
33) O=C(NCCc1c[nH]c2ccccc12)C(=O)NCC(c1ccco1)N1CCN(c2ccc(F)cc2)CC1 (stereo not drawn)
 : 1.1	20	95	-2	-3	-7	-1	-4	96	93	-4
34) O=[N+]([O-])c1ccc(Cl)c(/C=N/N2CCN(Cc3ccccc3)CC2)c1
 : -0.2	0	102	-5	3	0	-5	-3	102	105	-6
35) Cc1c(C(=O)O)oc2ccc(S(=O)(=O)N3CCCCC3C(=O)O)cc12 (stereo not drawn)
 : 0.3	3	101	-5	0	-2	-1	-3	103	101	0
36) COc1ccc([N+](=O)[O-])cc1NC(=O)CCCOc1ccccc1
 : 0.2	1	97	1	-3	-7	-7	1	87	96	-3
37) CCCCN(C)CCCNC(=O)c1cc(=O)[nH]c2ccc(S(=O)(=O)N3CCCCC3C)cc12 (stereo not drawn)
 : 0.1	1	100	-2	0	-5	0	-5	100	98	-2
38) C=C(C)CC(Nc1ccc(OC)cc1)c1ccco1 (stereo not drawn)
 : -0.2	-4	100	0	6	-3	0	-2	101	102	0
39) c1ccc(-c2ccccc2OCCOCCN2CCc3ccccc3C2)cc1
 : 0.3	-1	105	-2	-3	0	1	5	103	103	-1
40) CCCC(=O)Oc1ccc(N(C(=O)CCC)S(=O)(=O)c2cccc([N+](=O)[O-])c2)cc1
 : 1.6	0	100	-3	-3	-2	-2	-3	100	99	-5
41) Cc1cc(=O)oc(C)c1C(=O)NCC1COc2ccccc2O1 (stereo not drawn)
 : 0.0	3	105	5	4	2	4	1	104	102	4
42) CCOC(=O)c1cc(-c2ccc(Cl)cc2)nc2c1c(=O)[nH]c(=O)n2CCOC
 : 2.0	19	100	0	-2	0	1	0	102	102	0
43) O=C(C1CCCN(S(=O)(=O)c2cccc3nonc23)C1)N1CCN(c2cccc(Cl)c2)CC1 (stereo not drawn)
 : 4.1	27	101	-12	-6	-11	-11	-19	102	98	-2
44) O=C(CN1CCSCC1)N/N=C/c1ccc(Cl)cc1
 : 0.6	5	103	0	0	3	1	3	102	99	-1
45) COc1ccc(OC)c(/C=N/NC(=O)CN2CCSCC2)c1
 : 0.2	8	98	-5	-4	-6	-8	-12	99	99	-5

Other structures follow.
Results follow in this order: ABCB1 block	ABCG2 inh	RGS4-Gao reg	Bim-Bcl-2	Mcl-1 Bim block	Bim-Bcl-B	Bcl-XL Bim block	Bim-Bfl-1	RGS8-Gao	RGS7-Gao	Bcl-W Bim block
46) COc1cc(/C=C(\C#N)C(=O)Nc2cccnc2)ccc1OC(C)C
 : 2.4	45	96	-4	-4	-4	-5	-2	99	91	-2
47) CCOC(=O)c1[nH]c(C)c(C(=O)OCC(=O)N2CCc3ccccc32)c1C
 : 0.7	2	97	0	0	1	-1	-1	100	102	0
48) CCn1nc(-c2ccccc2)c2nc3ccccc3nc21
 : 2.7	10	95	2	-2	-1	0	0	97	93	0
49) COc1ccc(-n2c(SCC(N)=O)nnc2-c2ccccc2F)cc1
 : -0.6	-4	99	-8	-6	-8	-10	-25	101	98	-3
50) COc1ccc(-c2cn3c(C)c(C(=O)Nc4ccncc4)sc3n2)cc1
 : 0.9	1	97	-5	0	-8	-3	-9	99	96	-4

From PubChem BioAssay
